T cell HTS: T cell immune modulators affecting CD8 T cell-vesicle binding | 330,000 compounds, 0.068% hits | 2C CD8+ T cell-vesicle binding, flow cytometry; active compounds read low | calls only at 7 µM;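 active means response, share of CD8 T cells binding vesicles, and their 90th percentile fluorescence all below set limits, cut at about 80% in these data, passing the limit was not always enough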
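Material: murine 2C transgenic CD8+ T lymphocytes / Also added: QL9-peptide-loaded Drosophila micro-vesicles bearing Ld, ICAM-1 and B7-1 / Schedule: binding step 1.5 h, 37 °C, antibody labelling 20 min, ice / Signal: flow cytometry, PE anti-B7-1 (FL2) versus Alexa647 anti-CD8 (FL8), PFA-fixed / Evaluation: percent CD8+ FL2 mean versus row control / Benchmarks: naked versus QL9-loaded vesicles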
b-catenin transl: beta-catenin nuclear translocation modulation | HeLa beta-catenin nuclear translocation, immunofluorescence imaging | nuclear translocation activity, % at 5 µM | 190,000 compounds, 0.3% hits;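 active means nuclear translocation activity above 50% at 5 µM, with a well cell count of 50 or more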;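 further: per-cell ratio of nuclear to cytoplasmic median beta-catenin stain intensity; plate controls were DMSO negative control for no effect and GSK-3 inhibitor IX positive control for full effect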
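Test system: human HeLa cells, endogenous beta-catenin. Times: 24 h compound exposure, 37°C. Measured by: beta-catenin immunofluorescence imaging with DAPI.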
human PMI inhibitors: human PMI inhibitors, high substrate, primary screen, biochemical, fluorescence intensity, high mannose 6-phosphate (AID 1220); recombinant PMI enzyme, coupled fluorescence intensity; higher % means a stronger effect; inhibition, % at 20 µM, or IC50 in µM where a hit was titrated; 190,000 compounds, 0.66% hits
TNAP activation fold: stimulation of alkaline phosphatase TNAP activity – biochemical, luminescent, no phosphate acceptor, uHTS, primary screen (AID 1001); purified TNAP, luminescent activation assay, no phosphate acceptor; higher activation fold means a stronger effect; activation fold at 20 µM; hits with a dose series show EC50 in µM; 200,000 compounds, 0.03% hits; in the data active means activation fold from about 3, or a potency from the dose series; inactive means the rest, 99 in 100 with activation fold below about 1.6; further: many of its hits are not listed in these tables
human PMI inhibition: MPI enzyme activity inhibition – biochemical, fluorescence intensity, coupled assay, primary screen (AID 1209); inhibition, % at 20 µM; hits with a dose series show IC50 in µM; 190,000 compounds, 0.42% hits; purified PMI enzyme, coupled fluorescence intensity; higher % means a stronger effect;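 further: plate controls were DMSO vehicle for no effect and wells lacking substrate for full effect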
Lipid droplet: hepatic lipid droplet formation modulation; AML12 mouse hepatocytes, oleate lipid droplets, BODIPY imaging; inhibition, % at 6.5 µM; 240,000 compounds, 0.4% hits; AID 1656;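 active means lipid droplet intensity inhibited by at least 50%, with more than 500 cells counted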
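Assay system: AML12 hepatocytes (mouse) / Also added: 100 µM oleic acid challenge / Times: overnight treatment with compound plus oleate / Detection: high-content imaging of BODIPY-stained droplets and DAPI nuclei / Evaluation: % inhibition of lipid droplet signal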
MT stabilize HCS: microtubule stabilizers in HeLa cells | % tubulin-high responders, % at 10 µM | HeLa tubulin immunostaining HCS, 24 h; share of cells brighter than vehicle mean+2SD | 200,000 compounds, 0.83% hits;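 active means plate Z-score above 3 for both tubulin-high and condensed-nucleus cell shares, with cell loss under 80%, at 10 µM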;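 further: anti alpha tubulin signal scored within the nucleus-defined area of each cell; some results filed as inactive read as strong as hits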
Autophagy mod: modulators of autophagy; calls only at 10 µM (by protocol); AID 463193; MEF GFP-LC3 puncta imaging; test concentration mostly 10 µM; 190,000 compounds, 0.98% hits;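 active means percentage of spot-positive cells more than 3 SD above its plate mean, without a fluorescence outlier flag or 80% toxicity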;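 further: spot-positive cell cutoff set from DMSO-treated cells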
Ins promoter up: MIN6 insulin promoter up-regulation. z-score at 5 µM. 190,000 compounds, 0.3% hits. MIN6 insulin promoter-GFP reporter, high-content imaging; active compounds read high;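 active means z-score above 3 at 5 µM with at least 500 cells counted in the well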
Ins promoter up cell count: further read-out of Ins promoter up, marked with its call; cell count; measured here: cytotoxicity, nuclei count;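 total cells summed across four imaged fields per well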
Lipid droplet cells 6.5 µM: further read-out of Lipid droplet, marked with its call; cell count; measured here: cell count, cytotoxicity flag;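 cells counted across two imaged fields per well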
b-catenin transl cell count 5 µM: also measured in b-catenin transl; calls as there; cell count; measured here: cell count, cytotoxicity flag
T cell HTS vesicle-bound %: recorded beside T cell HTS, whose call it bears; double positive events, %; measured here: CD8+ vesicle-bound cell fraction;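 binding gate set so that unloaded-vesicle control wells show 10% double positive cells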
MT stabilize HCS Hoechst-high %: further read-out of MT stabilize HCS, marked with its call; % Hoechst-high responders; measured here: nuclear condensation Hoechst responders;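 share of cells brighter than vehicle mean plus two SD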
MT stabilize HCS cytotoxicity %: second read-out of MT stabilize HCS, no call of its own (marks repeat the call); toxicity, %; measured here: cytotoxicity by cell density;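 0% = mean cell density of plate MIN control wells and 100% = no cells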
Autophagy mod cell loss 18 h: second read-out of Autophagy mod, no call of its own (marks repeat the call); toxicity, %; measured here: cell loss, nuclei count;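 cell loss after 18 h compound exposure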
Active calls of the source: *; i = inactive; . = no result given; + = active, no number. Unless noted, no stated cut-off is given here; in the data, active means inhibition above about 50%; inactive means the rest.

item	smiles	human PMI inhibitors	Lipid droplet	b-catenin transl	TNAP activation fold	T cell HTS vesicle-bound %	Autophagy mod	b-catenin transl cell count 5 µM	human PMI inhibition	Lipid droplet cells 6.5 µM	MT stabilize HCS	Autophagy mod cell loss 18 h	T cell HTS	Ins promoter up	MT stabilize HCS Hoechst-high %	Ins promoter up cell count	MT stabilize HCS cytotoxicity %
1	O=C1NC(=O)C(CC(=O)N(Cc2ccco2)C2(C(=O)NC3CCCCC3)CCCCC2)N1 (stereo not given)	1%	-16	-1.7	1.1	47	i	1140	6%	684	3.7	-46	i	0.39	1.6	1974	7.2
2	COCCNC(=O)CN(C(=O)c1ccc(N2CCCC2)nc1)c1ccccc1	0%	20	1.0	1.2	30	+	1088	-3%	692	2.2	-2.2*	i	-0.09	1.4	1306	8.3
3	CCOC(=O)c1cnc2cc(C)nn2c1C	6%	10	-14	1.2	35	i	1235	-4%	816	2.5	0	i	.	1.3	.	5.9
4	Cc1onc(-c2c(Cl)cccc2Cl)c1NC(=O)NNc1ccccn1	.	23	-3.8	.	27	.	1176	.	723	.	.	i	-0.03	.	1435	.
5	CCN1CCN(P2(=O)C=C(c3ccccc3)OC(c3ccccc3)=C2)CC1	-17%	-1	-4.4	1	8	i	1148	-8%	788	4.2	-5	i	0.36	2.6	1236	3.5
6	CCOc1ccccc1C1CC(=O)Nc2cc3c(cc21)OCO3 (stereo not given)	2%	.	1.6	1.1	14	i	883	1%	.	29*	36	i	-2.7	62*	525	36*
7	COc1ccccc1OCC(O)Cn1c(Br)nc2c1c(=O)[nH]c(=O)n2C (stereo not given)	-10%	.	1.0	1.1	35	i	1155	-8%	.	5.5	15	i	-0.06	3.3	1306	3.5
8	Cn1c(Cc2ccccc2)[n+](C)c2ccccc21	1%	2	-3.8	1.2	24	i	1088	-3%	692	4.0	4	i	-0.01	2.0	1261	6.2
9	c1ccc2c(c1)CNc1ccccc1C2	0%	1	.	1.1	45	i	.	4%	674	2.1	-2	i	-0.14	2.7	1237	7.3
10	COc1ccc(-n2nc3c(c2NC(=O)c2ccc(S(=O)(=O)N4CCOCC4)cc2)CS(=O)C3)cc1 (stereo not given)	1%	5	-0.8	1	62	i	1141	-12%	738	4.5	2	i	.	2.0	.	4.7
11	CC1CCCCN1C(=O)C1CCCCN1S(=O)(=O)c1cccc([N+](=O)[O-])c1 (stereo not given)	.	-34	0.1	.	4	.	1374	.	694	.	.	i	-0.05	.	1142	.
12	COc1ccc(OC)c(-n2c(-c3cccc(S(=O)(=O)N(C)C)c3)n[nH]c2=S)c1	16%	0	8.8	1.1	46	i	936	5%	661	4.5	-3	i	-0.71	1.9	1215	5.8
13	O=C(O)c1ccc(NS(=O)(=O)c2ccc3c(c2)C(=O)c2cc(S(=O)(=O)Nc4ccc(C(=O)O)cc4)ccc2-3)cc1	1%	1	0.7	0.9	63	i	1007	-7%	701	2.0	8	i	1.1	1.8	1649	4.3
14	COc1ccc(-n2c(-c3ccco3)n[nH]c2=S)cc1	0%	.	-7.5	1	23	i	1030	-2%	.	3.9	4	i	-0.59	2.6	1227	7.3
15	CCOc1ccccc1NC(=O)/C=C/C(N)=O	-4%	14	.	1.2	56	i	.	-4%	785	1.6	6	i	-0.95	1.7	898	3.9
16	O=C1c2ccccc2C(=O)N1CCCc1nc(-c2ccncc2)no1	-8%	.	-3.6	1.2	47	i	978	-2%	.	3.2	-7	i	-0.48	1.4	1426	7.6
17	Cc1ccc(CN(Cc2ccco2)S(=O)(=O)c2ccc(S(=O)(=O)NCC3CCCO3)cc2)cc1 (stereo not given)	4%	7	2.1	1	2	i	1059	8%	683	2.4	23	i	0.1	1.8	1296	1.7
18	OCCC1CN(Cc2ccon2)CCN1Cc1ccc(F)c(F)c1 (stereo not given)	0%	-1	-0.3	1	14	i	968	10%	674	2.7	-2	i	-0.05	3.0	1371	7.8
19	CN1C(=O)c2ccc(NC(=S)NC(=O)C(C)(C)C)cc2C1=O	8%	-6	-1.0	1	51	i	1147	15%	572	7.3	-6	i	0.15	2.4	1525	5.1
20	O=C(O)c1ccc2c(c1Nc1ccccc1)C(=O)c1ccccc1C2=O	.	2	0.5	.	31	.	1063	.	711	.	.	i	-0.21	.	1374	.
21	CN(C(=O)COc1ccc(S(=O)(=O)N2CCOCC2)cc1[N+](=O)[O-])C1CCS(=O)(=O)C1 (stereo not given)	.	-5	-4.8	.	49	.	1207	.	707	.	.	i	0.06	.	1533	.
22	Cc1cc(C)cc(OCC(=O)NNC(=O)CCN2C(=O)c3ccccc3C2=O)c1	10%	-1	-0.6	1.5	61	i	618	3%	684	2.8	15	i	0.69	1.8	1289	4.1
23	CCC(=O)Nc1ccc(Nc2nc(C)c([N+](=O)[O-])c(Nc3ccc(NC(=O)CC)cc3)n2)cc1	-14%	38	-2.1	1	20	i	1201	-2%	713	3.4	-3	i	-2.1	1.1	1232	11
24	O=S(=O)(c1ccccc1Cl)N1CCC(O)(c2ccc3c(c2)OCO3)CC1	1%	.	-6.5	1.1	25	i	1040	-15%	.	4.3	7	i	-1.3	4.6	1508	6.2
25	C=CCNC(=O)NC(=O)COC(=O)COc1ccc(Br)cc1F	4%	.	-2.2	1.1	20	i	918	3%	.	3.2	19	i	0.1	2.4	1226	16
26	CC1CCN(C(=O)Cn2cc3c(n2)CCCC3)CC1	17%	-4	-0.9	1.2	20	.	1108	16%	663	10	.	i	1.4	1.8	1873	2.9
27	Cc1ccc(N(C(=O)CCC(=O)Nc2cc(C)on2)C(C(=O)NC2CCCC2)c2ccccc2)cc1 (stereo not given)	0%	0	-0.4	1.1	23	i	1030	2%	661	2.3	-1	i	0.39	0.6	1394	5.5
28	CCOC(=O)C(c1ccccc1)C(Nc1ccccc1)c1ccccn1 (stereo not given)	.	4	2.9	.	30	.	884	.	736	.	.	i	1.9	.	1416	.
29	CC(C)O/C(=N\S(=O)(=O)c1ccc(Cl)cc1)c1ccccc1	-8%	-7	0.1	1	30	i	1107	0%	760	1.9	-1	i	0.96	1.5	751	13
30	COCCNC(=O)CN(C(=O)CCC(=O)Nc1cc(C)on1)c1cccc(C)c1C	4%	.	-6.3	1.1	50	i	1009	3%	.	3.3	12	i	0.65	1.7	1228	1.2
31	COc1cc(C(=O)NCCC(=O)N2CCN(C)CC2)cc(OC)c1OC	-1%	27	0.0	1.1	63	i	1110	1%	664	.	-13	i	-0.12	.	1313	.
32	CN(CC1CCOCC1)C(=O)CC1C(=O)NCCN1CC1CCCCC1 (stereo not given)	24%	-3	-0.1	1	62	i	1582	3%	564	4.5	3	i	1.1	2.0	1623	5.1
33	O=C(NNS(=O)(=O)c1ccc(Cl)cc1)c1cccs1	10%	4	-0.1	1.1	6	i	1568	14%	678	2.1	5	i	-0.21	1.8	1360	5.6
34	S=C(NCCc1ccccc1)N1CCCCC1	11%	-2	2.2	1.1	54	i	884	13%	683	2.8	-24	i	-0.24	1.3	1491	4.1
35	CC(NS(=O)(=O)c1ccccc1)c1n[nH]c(=S)n1-c1ccccc1 (stereo not given)	.	-8	1.5	.	32	.	1310	.	712	.	.	i	-0.08	.	1144	.
36	O=C(NCCNC1CCC(c2ccccc2)CC1)c1cccs1 (stereo not given)	3%	8	0.3	1.1	19	i	1604	-4%	531	2.6	-10	i	.	2.6	.	7.0

In the list so far, these have a nitro group on carbon:
item	smiles	human PMI inhibitors	Lipid droplet	b-catenin transl	TNAP activation fold	T cell HTS vesicle-bound %	Autophagy mod	b-catenin transl cell count 5 µM	human PMI inhibition	Lipid droplet cells 6.5 µM	MT stabilize HCS	Autophagy mod cell loss 18 h	T cell HTS	Ins promoter up	MT stabilize HCS Hoechst-high %	Ins promoter up cell count	MT stabilize HCS cytotoxicity %
11	CC1CCCCN1C(=O)C1CCCCN1S(=O)(=O)c1cccc([N+](=O)[O-])c1 (stereo not given)	.	-34	0.1	.	4	.	1374	.	694	.	.	i	-0.05	.	1142	.
21	CN(C(=O)COc1ccc(S(=O)(=O)N2CCOCC2)cc1[N+](=O)[O-])C1CCS(=O)(=O)C1 (stereo not given)	.	-5	-4.8	.	49	.	1207	.	707	.	.	i	0.06	.	1533	.
23	CCC(=O)Nc1ccc(Nc2nc(C)c([N+](=O)[O-])c(Nc3ccc(NC(=O)CC)cc3)n2)cc1	-14%	38	-2.1	1	20	i	1201	-2%	713	3.4	-3	i	-2.1	1.1	1232	11
